Myeloid diff MLP: myeloid differentiation induction. ER-HoxA9 myeloid progenitors, lysozyme-GFP differentiation, flow cytometry. calls only at 10 µM. 360,000 compounds, 1% hits. AID 624256;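 active = normalized GFP-positive differentiation at or above the plate's own cutoff, the solvent-only control mean plus 3 SD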;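 note: cells exposed to compound for four days before flow analysis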
Salmonella PhoP GFP: PhoP-dependent GFP reporter repression – Salmonella Typhimurium, primary screen (AID 1863); S. Typhimurium PhoP-regulated promoter GFP reporter, 4 h; higher % means a stronger effect; one-dose inhibition, % at 50 µM; IC50 in µM for titrated hits; 300,000 compounds, 0.16% hits;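 active = inhibition over 29.93%, a cutoff 3 SD above the screen mean, later confirmed by dose response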;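 note: 0% = low Mg2+ inducing control and 100% = high Mg2+ repressing control; strong numbers were not always called active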
LYP inhibition: inhibitors of LYP phosphatase, biochemical, fluorescence intensity, uHTS (AID 1779). recombinant LYP phosphatase, fluorescence intensity; higher % means a stronger effect. inhibition, % at 11.5 µM, or IC50 in µM where a hit was titrated. 290,000 compounds, 0.054% hits; in the data active = inhibition above about 50%;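 note: plate controls were vehicle with enzyme for no effect and no enzyme for full effect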
GPR35 arrestin U2OS: inhibition of zaprinast-stimulated GPR35 beta-arrestin translocation – imaging, U2OS, beta-arrestin-GFP, zaprinast agonist, primary screen (AID 2058); U2OS GPR35 beta-arrestin-GFP translocation imaging, zaprinast antagonism; higher % means a stronger effect; inhibition, % at 10 µM, or IC50 in µM where a hit was titrated; 290,000 compounds, 0.052% hits;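 active = inhibition of at least 50% with at least 30 cells and total cytoplasm GFP at most 10,000,000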
HIV peptide binding: cell-free HIV fusion peptide-binding blockers – biochemical, uHTS, fluorescence dequenching, primary screen (AID 1986). cell-free peptide binding, fluorescence dequenching, 30 min; higher % means a stronger effect. one-dose inhibition, % at 20 µM; IC50 in µM for titrated hits. 290,000 compounds, 0.3% hits; in the data active = inhibition mostly above about 52%, no sharp cut-off; inactive = mostly below about 76%; note: some results filed as inactive read as strong as hits
NTR1 agonist: agonists of NTR1, primary screen, imaging, U2OS cells, beta-arrestin-GFP, high content (AID 493036) | activation, % at 20 µM | NTR1-U2OS beta-arrestin-GFP spot imaging, agonist mode | P30989 | 330,000 compounds, 0.17% hits;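 active = activation at or above 40% of the spot to cytoplasm intensity ratio, with at least 20 cells analyzed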;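 note: 0% = DMSO without peptide and 100% = 100 nM NTR1 peptide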
Target sequence (P30989 whole entry, looked up): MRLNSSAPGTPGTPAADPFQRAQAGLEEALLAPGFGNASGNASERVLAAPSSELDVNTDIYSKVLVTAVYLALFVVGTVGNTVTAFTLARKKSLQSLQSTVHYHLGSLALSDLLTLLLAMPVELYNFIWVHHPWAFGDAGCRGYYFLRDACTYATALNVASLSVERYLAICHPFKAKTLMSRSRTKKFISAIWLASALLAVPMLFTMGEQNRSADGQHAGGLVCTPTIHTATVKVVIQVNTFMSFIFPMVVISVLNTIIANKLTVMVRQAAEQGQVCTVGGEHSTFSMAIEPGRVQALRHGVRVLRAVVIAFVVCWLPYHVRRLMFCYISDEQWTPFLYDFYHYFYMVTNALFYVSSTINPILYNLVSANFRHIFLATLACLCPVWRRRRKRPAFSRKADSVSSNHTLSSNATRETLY
MgcRacGAP inhibition: MgcRacGAP GTPase-activating activity inhibitors, confirmation, biochemical, ADP Hunter fluorescence; MgcRacGAP-stimulated Rac1 GTP hydrolysis, ADP Hunter fluorescence; higher % means a stronger effect; GST-tagged Rac1 F28L mutant substrate; inhibition, % at 30 µM, or IC50 in µM where a hit was titrated; 340,000 compounds, 0.6% hits;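 active = first-screen hits whose inhibition reached a set limit at any dose in the follow-up dose series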;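 note: fluorescence reports GDP produced by GAP-driven GTP hydrolysis; strong numbers were not always called active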
Siah-1 displacement: blockers of Siah-1 interaction with plectin peptide – biochemical, fluorescence polarization, rhodamine-plectin, uHTS, primary screen (AID 1817); Siah-1 / rhodamine-plectin peptide fluorescence polarization; higher % means a stronger effect; displacement, % at 20 µM; hits with a dose series show IC50 in µM; 290,000 compounds, 0.02% hits;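 active = displacement of at least 50% at 20 µM, with a fluorescence ratio check between 0.3 and a set limit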;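 note: plate controls were Siah plus tracer with DMSO for no effect and tracer alone without Siah for full effect; strong numbers were not always called active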
GPR55 LPI antagonism: inhibition of LPI-stimulated GPR55 beta-arrestin translocation – imaging, U2OS, beta-arrestin-GFP, LPI agonist, primary screen (AID 2013); U2OS GPR55 beta-arrestin-GFP translocation imaging, LPI antagonism; higher % means a stronger effect; inhibition, % at 10 µM; hits with a dose series show IC50 in µM; 290,000 compounds, 0.13% hits;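 active = spots per cell inhibited over 60%, with over 100 cells counted and total cytoplasm intensity under 500,000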;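 note: U2OS cells stably carrying GPR55 and arrestin-GFP stimulated by 5 µM LPI near EC80; imaged beta-arrestin-GFP aggregate spots per cell after agonist stimulation; plate controls were LPI-stimulated DMSO wells for no effect and DMSO wells without LPI for full effect; some results filed as inactive read as strong as hits; confirmed hits need IC50 under 10 µM and bright autofluorescent wells are also inconclusive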
NTR1 agonist cell count 20 µM: further read-out of NTR1 agonist, marked with its call; cell count; measured here: cell count, cytotoxicity flag
Myeloid diff MLP GFP+ MAC1+ %: also measured in Myeloid diff MLP; calls as there; GFP+ MAC1+ double positive, %; measured here: differentiation confirmed by MAC1 staining
* hit, by the source's call; i = inactive; . = no result given.

Each structure is followed by: Myeloid diff MLP	Myeloid diff MLP GFP+ MAC1+ %	Salmonella PhoP GFP	LYP inhibition	GPR35 arrestin U2OS	HIV peptide binding	NTR1 agonist	NTR1 agonist cell count 20 µM	MgcRacGAP inhibition	Siah-1 displacement	GPR55 LPI antagonism
- CCCCc1nc2cc(C(=O)N3CCCC(COC)C3)ccc2o1 (configuration not stated)
  i	0.4	-1%	-1%	-7%	-0.8%	-1.1	63	4%	2%	-1%
- COc1ccc(S(=O)(=O)N2CCCCC2)cc1NC(=O)CCc1nc2ccccc2c(=O)[nH]1
  i	0.5	7%	.	.	.	0.8	44	-5%	.	.
- CN(C)c1ccc(C(CNC(=O)c2ccc(-c3ccccc3)cc2)N2CCOCC2)cc1 (configuration not stated)
  i	0.6	-9%	.	.	.	2.9	64	9%	.	.
- COc1cc2c(cc1OC)C(C)N(C(=O)C(NC(=O)c1ccccc1)C(C)C)CC2 (configuration not stated)
  i	0.6	11%	-8%	-9%	-2.2%	-1.0	63	3%	10%	-5%
- Cc1cccc(NS(=O)(=O)c2cc(C(=O)OCC(=O)Nc3cc(C)on3)ccc2C)c1
  i	0.7	0%	3%	-2%	-1.1%	-0.6	85	2%	0%	2%
- COc1ccc(-n2c(C)c(C(C)=O)c(C(C)=O)c2C)cc1OC
  i	0.6	-1%	-2%	4%	3.9%	0.3	34	0%	5%	-1%
- Cc1cc(C)c(C(=O)Nc2ccccc2)c(CC(C)(C)C(=O)O)c1
  i	0.4	-5%	-9%	-3%	0.5%	0.4	56	5%	2%	1%
- CCC(c1nnnn1C1CCCC1)N1CCN(c2ccccc2F)CC1 (configuration not stated)
  i	0.4	2%	-4%	20%	-2.0%	-0.5	45	4%	-2%	16%
- CSc1nc(N2CCN(c3ccccc3)CC2)cc(N2CCN(c3ccccc3)CC2)n1
  i	0.4	3%	4%	-8%	-0.3%	1.9	26	3%	6%	4%
- O=C(COc1cc(Cl)c(Cl)cc1Cl)Nn1cnnc1
  i	1.5	19%	-4%	0%	0.4%	-0.1	90	6%	4%	15%
- Fc1ccc(Cn2nnnc2CN2CCN(C3CCCC3)CC2)cc1
  i	0.3	5%	-10%	7%	0.4%	0.4	45	7%	0%	-7%
- Cc1ccc(C(=O)C(c2ccccc2)N2Cc3ccccc3C2=N)cc1 (configuration not stated)
  i	0.5	15%	-3%	-15%	4.6%	16	38	14%	-4%	19%
- Cc1cc(SCC#N)n2nc(C)c(-c3ccc(Cl)cc3)c2n1
  i	2.5	13%	-4%	9%	0.6%	11	50	5%	1%	-1%
- COc1ccc(/C(C)=N/N2CCOCC2)c(O)c1
  i	0.3	4%	-2%	-6%	-0.1%	0.0	60	0%	9%	7%
- CC1Cc2ccccc2N1CC(=O)Nc1ccc(Cl)c(S(=O)(=O)N(C)C)c1 (configuration not stated)
  i	1.2	8%	0%	-2%	-0.6%	2.1	63	2%	2%	8%
- CCOCc1nnc(NC(=O)c2c(-c3ccccc3)noc2C)s1
  .	.	.	-9%	12%	0.7%	-1.0	58	8%	-2%	3%
- O=C(COc1ccc(F)cc1F)N1CCCCCCC1
  i	0.2	-2%	-8%	9%	-0.3%	-0.7	65	10%	-2%	-4%
- Cc1ccc(N)cc1-n1c(C)ccc1C
  i	1.6	33%	0%	7%	4.6%	-0.8	78	15%	-1%	-4%
- O=C(CN1CCc2ccccc21)NC(=O)NCc1ccccc1
  i	0.4	2%	-7%	9%	-1.4%	0.3	51	6%	-8%	5%
- CCNC(=O)CC1SC(=Nc2ccccc2C)N(C)C1=O (configuration not stated)
  i	0.8	1%	-6%	0%	-1.9%	-0.9	93	3%	-1%	-1%
- O=C(Nc1cccc(S(=O)(=O)N2CCCC2)c1)c1cccc(OC(F)F)c1
  i	0.9	-6%	.	.	.	-0.2	68	2%	.	.
- Cc1nn(Cc2ccccc2)c(Cl)c1/C=C1\NC(=S)NC1=O
  i	0.1	-1%	2%	1%	0.5%	-0.3	37	32%	3%	-6%
- COc1cccc2cc(C(=O)NCc3ccc(Cl)cc3)c(=N)oc12
  i	0.6	-4%	-6%	2%	3.1%	21	52	6%	-2%	2%
- CCOC(=O)N1CCN(C(=O)/C(=C/c2ccc(Cl)cc2)NC(=O)c2ccccc2)CC1
  i	0.6	6%	-3%	0%	2.5%	0.3	70	-1%	1%	2%
- O=C(/C=C/c1ccccc1F)c1ccoc1
  i	0.5	3%	3%	10%	0.8%	2.1	41	13%	3%	23%
- Cc1cccc(CSCCNC(=O)COc2ccc(Cl)cc2)c1
  i	0.1	11%	-3%	-14%	0.0%	-1.4	79	2%	2%	-1%
- O=C(NCCO)c1ccc2[nH]c3c(c2c1)CCCC3
  i	1.4	-2%	-5%	-2%	0.4%	0.4	44	14%	4%	11%
- N/C(=N\OC(=O)c1ccc(OCC(F)(F)F)nc1)c1ccc(Cl)cc1
  i	0.3	4%	-3%	-7%	-1.0%	0.1	48	5%	3%	-1%
- Cc1cc(Cl)c2oc(C(=O)N(C)CCCN3CCOCC3)c(C)c2c1
  i	0.6	1%	-11%	56%	0.4%	-0.6	37	4%	-2%	-4%
- CCCNCc1cc(OC)c(OCC(=O)NCCc2ccccc2)cc1Br
  i	0.5	-5%	-2%	6%	-0.8%	1.4	53	6%	-6%	8%
- O=C(NCCN1CCOCC1)c1cn(-c2ccccc2)nc1-c1cccs1
  i	0.3	3%	-10%	16%	1.0%	0.2	74	1%	1%	2%
- Fc1ccccc1/C=C1\CCCC2=C1Nc1nnnn1C2c1ccccc1F (configuration not stated)
  i	14	8%	-2%	7%	1.9%	13	69	-19%	0%	8%
- O=C(c1ccc(CS(=O)(=O)c2cccc(C(F)(F)F)c2)o1)N1CCN(c2ccccn2)CC1
  i	0.4	2%	-2%	-4%	0.1%	3.3	75	6%	9%	18%
- O=C(CNS(=O)(=O)c1c(Cl)cccc1Cl)OCC(=O)N1CCN(c2ccccc2)CC1
  i	1.3	1%	-6%	4%	-4.9%	-1.2	54	6%	-4%	6%
- O=C(CCC(=O)Nc1ccccc1Cl)NNC(=O)NC1CCCCC1
  i	0.8	-1%	-7%	7%	1.1%	0.3	50	2%	16%	14%
- COc1ccc(CNC(=O)C(c2cccc(C)c2)N(C(=O)c2csnn2)C2CC2)cc1 (configuration not stated)
  i	3.1	3%	-11%	15%	2.9%	7.1	30	6%	9%	10%
- Cc1cc(NC(=O)Cc2cn3ccsc3n2)n(-c2ccccc2)n1
  i	0.7	1%	-2%	-8%	-0.7%	-0.2	47	11%	-1%	9%
- Cc1ccc(C)c(NC(=O)CSc2nc(=O)n(CCN3CCOCC3)c3c2CCCC3)c1
  i	0.6	3%	.	.	.	1.4	54	-1%	.	.
- COC(=O)C[N+](C)(C)C/C=C\c1ccccc1
  i	0.2	-3%	-9%	9%	-0.5%	0.4	39	6%	0%	-3%
- C=CCN(C(=O)CNC(=O)c1ccco1)C(C(=O)NC1CCCCC1)c1ccccc1F (configuration not stated)
  i	0.4	-9%	-3%	0%	2.6%	1.0	59	-2%	4%	-2%
- COC(=O)c1ccccc1NC(=O)CNc1cc(Cl)ccc1N1CCOCC1
  i	1.1	8%	0%	3%	29%	2.3	40	10%	-3%	-6%
- CC(C)C[C@@H](CSc1ccc(Br)cc1)N1CCN(C)CCC1=O
  i	1.8	-4%	-8%	7%	-0.6%	-5.1	89	10%	-6%	-19%
- CCC(C)(C)NC(=O)/C=C/c1cnc2ccccc2n1
  i	0.2	-4%	8%	-22%	8.7%	-3.2	82	0%	-6%	8%
- Nc1cc(=O)[nH]c(=S)n1-c1cccc(C(F)(F)F)c1
  i	3.0	73%	-5%	5%	2.4%	1.4	80	1%	-2%	0%
- N#CC(C(=O)O)=C1CCCC1
  i	1.0	-1%	-3%	-4%	-1.2%	0.2	50	0%	17%	-2%

Entries of single compounds, looked up by structure. Order of screens: Myeloid diff MLP | Myeloid diff MLP GFP+ MAC1+ % | Salmonella PhoP GFP | LYP inhibition | GPR35 arrestin U2OS | HIV peptide binding | NTR1 agonist | NTR1 agonist cell count 20 µM | MgcRacGAP inhibition | Siah-1 displacement | GPR55 LPI antagonism
Record of COC(=O)C[N+](C)(C)C/C=C\c1ccccc1 : i | 0.2 | -3% | -9% | 9% | -0.5% | 0.4 | 39 | 6% | 0% | -3%
Record of N#CC(C(=O)O)=C1CCCC1 : i | 1.0 | -1% | -3% | -4% | -1.2% | 0.2 | 50 | 0% | 17% | -2%
Record of O=C(CNS(=O)(=O)c1c(Cl)cccc1Cl)OCC(=O)N1CCN(c2ccccc2)CC1 : i | 1.3 | 1% | -6% | 4% | -4.9% | -1.2 | 54 | 6% | -4% | 6%
Record of C=CCN(C(=O)CNC(=O)c1ccco1)C(C(=O)NC1CCCCC1)c1ccccc1F (configuration not stated) : i | 0.4 | -9% | -3% | 0% | 2.6% | 1.0 | 59 | -2% | 4% | -2%
Record of Nc1cc(=O)[nH]c(=S)n1-c1cccc(C(F)(F)F)c1 : i | 3.0 | 73% | -5% | 5% | 2.4% | 1.4 | 80 | 1% | -2% | 0%

Later entries:
Each structure is followed by: Myeloid diff MLP	Myeloid diff MLP GFP+ MAC1+ %	Salmonella PhoP GFP	LYP inhibition	GPR35 arrestin U2OS	HIV peptide binding	NTR1 agonist	NTR1 agonist cell count 20 µM	MgcRacGAP inhibition	Siah-1 displacement	GPR55 LPI antagonism
- Cc1ccc(C2(C)NC(=O)N(CC(=O)Nc3c(C)n(C)n(-c4ccccc4)c3=O)C2=O)cc1 (configuration not stated)
  i	0.5	-15%	-6%	-7%	1.5%	-0.8	66	5%	2%	-7%
- COc1ccc(/C=C(/NC(=O)c2ccccc2Cl)C(=O)O)cc1
  i	0.3	-2%	0%	4%	-0.7%	-0.4	70	10%	-3%	6%
- COc1ccc(CCC(=O)Nc2cc([N+](=O)[O-])ccc2OC)cc1
  i	0.5	12%	-3%	-11%	-0.1%	3.1	75	9%	-3%	4%
- Cc1cc(C(=O)O)ccc1NCc1ccncc1
  i	0.5	3%	-6%	8%	-0.3%	-0.4	72	7%	2%	1%
- CN(C)c1ccc(C2/C(=C(/O)c3ccccc3)C(=O)C(=O)N2CCCC(=O)O)cc1 (configuration not stated)
  i	0.9	-4%	-5%	6%	2.4%	-2.0	57	-2%	4%	5%
- O=C(NCCc1ccccc1)C1CCC(CNS(=O)(=O)c2cccc3cccnc23)CC1 (configuration not stated)
  i	0.6	-8%	-6%	-1%	0.5%	0.9	56	2%	15%	16%
- COCCNC(=O)C1CCCN(c2nn3c(=O)cc(C)nc3s2)C1 (configuration not stated)
  i	1.9	-9%	2%	-3%	1.0%	1.8	40	5%	0%	10%
